# Screening data deposited in PubChem BioAssay by Sanford-Burnham Center for Chemical Genomics.
# CYP2C19 act = increases human CYP2C19 enzyme activity. P33261. recombinant CYP2C19, luciferin-H EGE luminescence; active compounds read high; 0 = fully inhibited enzyme, 1 = untreated enzyme. activation factor at 5 µM. 96,000 tested, under 10 active. AID 1025;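 active = activation factor of at least 2 at 5 µM in the primary screen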;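 also: 0 = wells with 2.5 mM tranylcypromine and 1 = vehicle-only wells; values of inactives mirror those of a sister screen read the other way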
# CYP2C9 act = CYP2C9 (human) activation | activation factor at 5 µM | hit rate 1.4% among 96,000 | P11712 | recombinant CYP2C9, luciferin-H conversion, luminescence; active compounds read high; factor 1 = untreated enzyme, 0 = blocked | AID 1024;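 active = activation factor of 2 or more for CYP2C9 at a 5 µM dose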;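 also: 0 = sulfaphenazole-blocked wells and 1 = vehicle-only wells; values of inactives mirror those of a sister screen read the other way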
# Pyk2 oligo antag = Pyk2 (human) oligomerization antagonism; Q14289; Q293 cells, Pyk2 FERM NanoBiT luminescence; active compounds read low; z-score (the deposit names both 25 µM and 10 µM); hit rate 0.83% among 99,000; AID 1347419;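 active = Z-score of -3 or lower, scaled per plate to the spread of control and sample wells; inactive = z-score above -3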;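 also: negative z-score means lost luminescence so less FERM oligomerization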
# PLAP activator = activates human placental alkaline phosphatase; hit rate 1.2% among 96,000; P05187; activation fold at 20 µM; purified PLAP enzyme, luminescent substrate read-out; active compounds read high; in the data active = activation fold above about 2
# Target sequence (P05187 whole entry, looked up): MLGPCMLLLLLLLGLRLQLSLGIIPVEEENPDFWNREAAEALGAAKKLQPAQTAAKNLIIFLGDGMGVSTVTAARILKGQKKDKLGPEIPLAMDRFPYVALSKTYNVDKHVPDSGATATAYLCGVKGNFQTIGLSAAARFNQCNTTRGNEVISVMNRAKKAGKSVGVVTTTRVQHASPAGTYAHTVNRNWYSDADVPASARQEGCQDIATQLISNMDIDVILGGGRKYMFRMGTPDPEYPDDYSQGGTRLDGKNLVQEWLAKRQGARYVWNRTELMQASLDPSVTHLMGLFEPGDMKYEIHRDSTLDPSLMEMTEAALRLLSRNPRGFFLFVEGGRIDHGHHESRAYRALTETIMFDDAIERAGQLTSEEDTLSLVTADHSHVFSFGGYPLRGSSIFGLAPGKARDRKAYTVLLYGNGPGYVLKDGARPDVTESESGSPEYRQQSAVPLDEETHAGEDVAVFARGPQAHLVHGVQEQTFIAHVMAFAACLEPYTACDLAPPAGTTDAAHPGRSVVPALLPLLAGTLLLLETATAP
# Mac1 fbg enh = CD11b/CD18-fibrinogen binding enhancement | P05107+P11215 | K562 CD11b/CD18 adhesion to fibrinogen, ATPlite luminescence | activation, % at 10 µM | hit rate 0.07% among 93,000 | AID 1499;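 active = 10 µM primary screen giving 50% or more activity, confirmed by 40% or more on retest at that dose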; also: strong numbers were not always called active; reference of the scale not given here
# Mac1 fbg inh = blocks human CD11b/CD18 adhesion to fibrinogen | hit rate 0.54% among 93,000 | inhibition, % at 10 µM | P05107+P11215 | K562 CD11b/CD18 adhesion to fibrinogen, ATPlite luminescence; Mn2+ added to activate the integrin;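 active = primary inhibition of 50% or more at 10 µM, then 40% or more on retest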; also: some results filed as inactive read as strong as hits
# MT1-MMP txn act = activates MT1-MMP transcription | HT1080 MT1-MMP promoter luciferase reporter, luminescence, overnight; active compounds read high | activation factor at 10 µM | hit rate 0.16% among 86,000;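 active = activation factor of at least 2 for MT1-MMP transcription at 10 µM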
# CYP2C19 inh = human CYP2C19 inhibition; CYP2C19 Supersomes, luciferin-H EGE luminescence, 30 min; inhibition, % at 5 µM; hit rate 21% among 96,000; AID 778;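 active = CYP2C19 inhibition above a set limit at 5 µM in the primary screen, cut at about 50% in these data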;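 also: plate controls were negative control wells for no effect and 2.5 mM tranylcypromine positive control for full effect; values of inactives mirror those of a sister screen read the other way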
# CYP2C9 inh = inhibitors of human CYP2C9; P11712; CYP2C9 Supersomes, luciferin-H conversion, luminescence; inhibition, % at 5 µM; hit rate 20% among 96,000;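 active = blocking of liver enzyme CYP2C9 beyond about 50% at 5 µM, limit read from the data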; also: values of inactives mirror those of a sister screen read the other way
# Starred values were filed as active, the others as inactive; . = no result given.
# Results follow in this order: Pyk2 oligo antag | MT1-MMP txn act | Mac1 fbg inh | PLAP activator | Mac1 fbg enh | CYP2C9 act | CYP2C19 inh | CYP2C9 inh | CYP2C19 act
> OC(COc1ccccc1)Cn1cc(Br)cn1 (centres undefined)
 : 2.5 | 1 | -5 | 0.9 | 1 | 0.8 | 54* | 18 | 0.5
> CC(=O)c1cccc(NC(=S)NC(=O)CC(C)C)c1
 : 0.05 | . | 8 | 0.8 | 0 | 0.4 | 16 | 56* | 0.8
> O=C1CC(c2ccccc2)CC(O)=C1C=NCCCO (centres undefined)
 : 0.19 | 1.1 | -14 | 1 | -4 | 1 | 1 | -5 | 1
> CC1=CC(C)(C)N(S(=O)(=O)c2ccc(F)cc2)c2ccccc21
 : -0.5 | 1 | 19 | 0.6 | -1 | 0.5 | 58* | 46 | 0.4
> O=C(NCSc1ccnc(SCNC(=O)c2ccc(F)cc2)n1)c1ccc(F)cc1
 : 0.09 | . | -22 | 1.4 | 75 | 0.9 | 6 | 8 | 0.9
> O=C(NNc1nc2ccccc2nc1C(F)(F)F)c1ccccc1
 : 0.72 | . | . | 1.4 | . | 0.8 | 25 | 16 | 0.7
> COc1ccc(C2CC(c3ccc(Cl)cc3Cl)Nc3nc(N)nn32)cc1 (centres undefined)
 : . | 1 | 8 | 1.3 | -4 | 0.6 | 44 | 37 | 0.6
> CC(=O)Nc1c(C(=O)NCc2ccccc2)nnn1Cc1ccccc1
 : -0.18 | 1.1 | 22 | 1 | -4 | 1 | 38 | 3 | 0.6
> Cc1ccc2c(c1)N(CC(=O)N1CCN(c3nc4ccccc4s3)CC1)C(=O)C(C)O2 (centres undefined)
 : 0.19 | 1.4 | 7 | 1.6 | 6 | 1 | 6 | 1 | 0.9
> CC(=O)C(C)Oc1ccc2c3c(c(=O)oc2c1C)CCCC3 (centres undefined)
 : -0.28 | 1.2 | 8 | 1 | -5 | 0.5 | 58* | 46 | 0.4
> COCCNC(=O)C(c1cccs1)N(C(=O)Cn1nnc2ccccc21)c1cccc(C(C)=O)c1 (centres undefined)
 : -0.4 | 1.1 | 8 | 1.3 | -2 | 0.9 | 17 | 10 | 0.8
> CCOc1cccc(Oc2ncccc2C(=O)/C(C#N)=C/N(C)C)c1
 : 0.89 | . | . | 1.1 | . | 0.7 | 42 | 27 | 0.6
> CC(C)c1cc(C(=O)Nc2cccc(Cl)c2)no1
 : -1.2 | 1.1 | -5 | 1 | -6 | 1 | 11 | 2 | 0.9
> CCn1c(CNc2ccc(F)cc2)nnc1SCCN1CCCCC1
 : -0.18 | 1.2 | -12 | 1.1 | -1 | 1 | -2 | -1 | 1
> O=C(Nc1nn(Cc2ccc(Cl)cc2)cc1Br)c1ccc(COc2ccccc2Cl)o1
 : -1.9 | . | 10 | 0.8 | 4 | 0.1 | 81* | 86* | 0.2
> CN1CCN(S(=O)(=O)c2ccc(-c3ccccc3)cc2)CC1
 : -0.36 | 1 | -17 | 0.9 | -3 | 0.8 | 44 | 25 | 0.6
> COc1cccc(NC(=O)c2oc3ccccc3c2NC(=O)c2ccc3c(c2)OCO3)c1
 : -1.6 | 1.4 | . | 1 | . | 0.6 | 5 | 39 | 0.9
> O=C(O)C1C2C=CC(C2)C1C(=O)NCc1ccoc1 (centres undefined)
 : . | 1.1 | -3 | 1.1 | 2 | 0.8 | -10 | 19 | 1.1
> COc1ccccc1CNC(=O)c1c(O)c2cc(OC)c(OC)cc2[nH]c1=O
 : 0.82 | 1 | -12 | 1.6 | 2 | 1 | -20 | -4 | 1.2
> N#Cc1cc(C(=O)c2cc(Br)ccc2O)cn(C2CC2)c1=O
 : -0.34 | 1.2 | 6 | 1.3 | 4 | 0.9 | 51* | 11 | 0.5
> CCOc1ccc(NC(=O)Nc2nnc(CC)s2)cc1
 : -0.09 | 1.1 | 2 | 0.9 | -5 | 0.9 | 9 | 6 | 0.9
> COCC(=O)N(c1ccc(C(C)C)cc1)C1C=CS(=O)(=O)C1 (centres undefined)
 : -0.13 | 1.2 | -27 | 0.8 | 4 | 1 | -4 | -2 | 1
> N/C(COc1cccc(Cl)c1)=N\NS(=O)(=O)c1ccccc1
 : 0.24 | . | -6 | 0.9 | 0 | 1 | 31 | 4 | 0.7
> C/C(=N\NC(=O)CC1N=C(Cc2ccccc2)NNC1=O)c1ccc(Cl)cc1Cl (centres undefined)
 : 0.65 | 1.3 | 9 | 1.3 | 7 | 0.8 | 19 | 24 | 0.8
> COc1ccc(/C=N/OCC(=O)N2CC3(C)CC2CC(C)(C)C3)cc1OC (centres undefined)
 : 0.01 | . | 6 | 1.5 | -2 | 1 | 31 | 4 | 0.7
> O=S(=O)(NC1CCCCC1NCc1ccco1)c1ccccc1 (centres undefined)
 : 0.11 | 1.1 | -5 | 1.2 | 5 | 1 | 21 | 3 | 0.8
> Brc1cccc(-c2nc(-c3ccncc3)no2)c1
 : 1.2 | 1.3 | -1 | 0.9 | -2 | 0.5 | 97* | 52* | 0
> Oc1ccc(CNc2ccc(F)cc2)c2cccnc12
 : 0.58 | 1.2 | 2 | 1.2 | -4 | 1.3 | -13 | -34 | 1.1
> CCCCCCCCNC(=O)C(CCC(=O)OCc1ccccc1)NC(C)=O (centres undefined)
 : 0.85 | 1.4 | 1 | 1.7 | -3 | 0.9 | 75* | 7 | 0.3
> Cc1cc(=O)oc(C)c1C(=O)NC12CC3CC(CC(C3)C1)C2
 : -0.94 | 1.1 | 3 | 0.9 | 3 | 1.1 | 3 | -7 | 1

# Some of these compounds in order of the CYP2C19 act value, descending.
# Results follow in this order: Pyk2 oligo antag | MT1-MMP txn act | Mac1 fbg inh | PLAP activator | Mac1 fbg enh | CYP2C9 act | CYP2C19 inh | CYP2C9 inh | CYP2C19 act
> Oc1ccc(CNc2ccc(F)cc2)c2cccnc12
 : 0.58 | 1.2 | 2 | 1.2 | -4 | 1.3 | -13 | -34 | 1.1
> COc1ccc(/C=N/OCC(=O)N2CC3(C)CC2CC(C)(C)C3)cc1OC (centres undefined)
 : 0.01 | . | 6 | 1.5 | -2 | 1 | 31 | 4 | 0.7
> COc1ccc(C2CC(c3ccc(Cl)cc3Cl)Nc3nc(N)nn32)cc1 (centres undefined)
 : . | 1 | 8 | 1.3 | -4 | 0.6 | 44 | 37 | 0.6

# Part of the list above in order of SMILES length, lowest first:
# Results follow in this order: Pyk2 oligo antag | MT1-MMP txn act | Mac1 fbg inh | PLAP activator | Mac1 fbg enh | CYP2C9 act | CYP2C19 inh | CYP2C9 inh | CYP2C19 act
> OC(COc1ccccc1)Cn1cc(Br)cn1 (centres undefined)
 : 2.5 | 1 | -5 | 0.9 | 1 | 0.8 | 54* | 18 | 0.5
> O=C(O)C1C2C=CC(C2)C1C(=O)NCc1ccoc1 (centres undefined)
 : . | 1.1 | -3 | 1.1 | 2 | 0.8 | -10 | 19 | 1.1
> CCn1c(CNc2ccc(F)cc2)nnc1SCCN1CCCCC1
 : -0.18 | 1.2 | -12 | 1.1 | -1 | 1 | -2 | -1 | 1
> Cc1cc(=O)oc(C)c1C(=O)NC12CC3CC(CC(C3)C1)C2
 : -0.94 | 1.1 | 3 | 0.9 | 3 | 1.1 | 3 | -7 | 1
> COc1ccccc1CNC(=O)c1c(O)c2cc(OC)c(OC)cc2[nH]c1=O
 : 0.82 | 1 | -12 | 1.6 | 2 | 1 | -20 | -4 | 1.2

# Whole records, looked up by structure. Screens in order: Pyk2 oligo antag	MT1-MMP txn act	Mac1 fbg inh	PLAP activator	Mac1 fbg enh	CYP2C9 act	CYP2C19 inh	CYP2C9 inh	CYP2C19 act
# Results for `CCCCCCCCNC(=O)C(CCC(=O)OCc1ccccc1)NC(C)=O` (centres undefined) : 0.85	1.4	1	1.7	-3	0.9	75*	7	0.3
# Results for `C/C(=N\NC(=O)CC1N=C(Cc2ccccc2)NNC1=O)c1ccc(Cl)cc1Cl` (centres undefined) : 0.65	1.3	9	1.3	7	0.8	19	24	0.8
